Screening results as filed in PubChem.
M4 antag = antagonists of human muscarinic M4 receptor (CHRM4). actives 0.73% (n = 360,000). AID 624125. inhibition, % at 3 µM. CHO-hM4 cells, ACh EC80, Fluo-8 calcium fluorescence;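 active = inhibition above its plate's cutoff, the mean inhibition of sample wells plus 3 SD, cut at about 27% in these data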;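 also: 0% = acetylcholine EC80 with DMSO and 100% = DMSO without agonist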
Target sequence (P08173 whole entry, looked up): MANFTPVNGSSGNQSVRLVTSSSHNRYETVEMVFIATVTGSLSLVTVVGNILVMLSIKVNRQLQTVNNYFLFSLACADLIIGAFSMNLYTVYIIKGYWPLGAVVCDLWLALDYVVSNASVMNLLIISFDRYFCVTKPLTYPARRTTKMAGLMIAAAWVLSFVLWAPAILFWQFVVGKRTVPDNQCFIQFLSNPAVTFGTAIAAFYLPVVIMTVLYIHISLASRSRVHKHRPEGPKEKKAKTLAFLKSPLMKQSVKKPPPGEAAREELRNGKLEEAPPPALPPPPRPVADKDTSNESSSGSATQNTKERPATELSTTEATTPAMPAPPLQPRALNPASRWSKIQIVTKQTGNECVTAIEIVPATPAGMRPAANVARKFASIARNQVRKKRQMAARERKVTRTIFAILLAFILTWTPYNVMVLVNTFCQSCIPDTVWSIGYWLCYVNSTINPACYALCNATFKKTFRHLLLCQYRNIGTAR
CHRM5 agonist = CHRM5 agonism in calcium assay; P08912; CHO-K1 hM5 cells, Fluo-8 calcium fluorescence; 0% DMSO wells, 100% maximal acetylcholine response; activation, % at 3 µM; actives 0.19% (n = 360,000);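 active = activation above the run's mean over test compounds plus 3 SD, cut at about 23% in these data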;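 also: signal is peak over basal fluorescence ratio across the kinetic read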
Target sequence (P08912 whole entry, looked up): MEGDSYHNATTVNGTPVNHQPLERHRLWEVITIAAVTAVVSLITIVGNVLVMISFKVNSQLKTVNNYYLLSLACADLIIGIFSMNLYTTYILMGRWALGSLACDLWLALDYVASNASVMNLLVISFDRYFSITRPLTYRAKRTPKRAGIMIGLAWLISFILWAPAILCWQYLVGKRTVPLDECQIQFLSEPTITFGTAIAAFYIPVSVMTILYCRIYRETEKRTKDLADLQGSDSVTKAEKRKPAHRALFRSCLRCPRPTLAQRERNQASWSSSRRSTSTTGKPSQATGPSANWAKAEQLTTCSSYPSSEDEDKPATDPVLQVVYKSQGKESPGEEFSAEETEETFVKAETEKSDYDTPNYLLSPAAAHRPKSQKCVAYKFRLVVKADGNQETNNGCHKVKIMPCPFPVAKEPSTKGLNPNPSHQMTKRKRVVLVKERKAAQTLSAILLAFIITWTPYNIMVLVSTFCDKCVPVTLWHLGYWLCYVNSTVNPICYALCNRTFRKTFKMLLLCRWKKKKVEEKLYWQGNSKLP
M1 PAM = positive allosteric modulators of human M1 muscarinic receptor; P11229; CHO-K1 hM1, Fluo-8 calcium fluorescence, ACh EC20; 0% = ACh EC20, 100% = maximal ACh; activation, % at 3 µM; actives 0.088% (n = 360,000); in the data active = activation above about 19%, passing the limit was not always enough
CHRM4 PAM = CHRM4 positive allosteric modulation; CHO-K1 hM4/Gqi5, Fluo-8 calcium fluorescence, ACh EC20; 0% = ACh EC20, 100% = maximal ACh; activation, % at 3 µM; actives 0.4% (n = 360,000); AID 624126;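 active = activation above its plate's cutoff, the mean activation of sample wells plus 3 SD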; also: some results filed as inactive read as strong as hits
M5 PAM = positive allosteric modulators of human muscarinic M5 receptor | P08912 | CHO-K1 hM5, Fluo-8 calcium, ACh EC20 PAM; 0% = ACh EC20, 100% = ACh EC100 | activation, % at 3 µM | actives 0.3% (n = 360,000);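 active = activation above the run cutoff, the mean activation of all test compounds plus 3 SD, cut at about 18% in these data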
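system = human M5 receptor in CHO-K1 cells | reagent = EC20 acetylcholine as agonist stimulus | compound dosing = single-point, 3 µM nominal | incubation = Fluo-8 loading 80 min at 37 °C plus 30 min room temperature | detection = Fluo-8 calcium dye fluorescence, kinetic read | benchmarks = low control EC20 acetylcholine (0%), high control EC100 acetylcholine (100%)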
CRFR2-BP ag = agonists of human CRF-binding protein/CRF-R2 receptor complex | HEK293 CRF-R2/CRF-BP, calcium dye fluorescence (FLIPR); percent of saturating CRF peptide response | activation, % at 13.2 µM | actives 0.46% (n = 350,000) | AID 588473;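 active = activation of at least 50%, plus an integration ratio under a set limit after plate pattern correction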;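 also: plate controls were neutral control wells without compound for no effect and CRF at EC100 for full effect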
CHRM4 agonist = CHRM4 agonism in calcium assay. P08173. CHO-K1 hM4/Gqi5, Fluo-8 calcium fluorescence; vehicle 0%, full acetylcholine response 100%. activation, % at 3 µM. actives 0.14% (n = 360,000). AID 624127;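 active = activation above the run mean over all test wells plus 3 SD, cut at about 32% in these data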;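 also: peak over basal fluorescence ratio per well then scaled between controls; 0% = DMSO wells and 100% = acetylcholine at EC100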
CHRM5 antagonist = CHRM5 antagonism in calcium assay | CHO-hM5 cells, Fluo-8 calcium fluorescence, ACh EC80 | AID 624040 | actives 0.59% (n = 360,000) | inhibition, % at 3 µM | P08912;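 active = inhibition above a per-plate cutoff, the mean of that plate's test compounds plus 3 SD, cut at about 27% in these data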;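 also: 0% = acetylcholine EC80 with DMSO and 100% = DMSO without agonist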
CHRM1 antagonist = blocks human M1 muscarinic receptor; CHO-K1 hM1, Fluo-8 calcium fluorescence, ACh EC80 antagonist; inhibition, % at 3 µM; actives 1.3% (n = 360,000); AID 588852;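 active = percent inhibition above its own plate's cutoff, namely the mean of that plate's compound wells plus 3 SD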;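 also: peak over basal fluorescence ratio during 140 s after agonist addition; 0% = ACh EC80 plus DMSO and 100% = DMSO alone without agonist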
Starred values were filed as active, the others as inactive; / = no result given.

SMILES | M4 antag | CHRM5 agonist | M1 PAM | CHRM4 PAM | M5 PAM | CRFR2-BP ag | CHRM4 agonist | CHRM5 antagonist | CHRM1 antagonist
CCN(CC)C(=O)C(=O)c1cc(C)n(-c2ccc(F)cc2)c1C | -2 | 0 | 14 | 6 | 2 | 0.3 | 1 | -3 | -13
CCOC(=O)C1CCN(S(=O)(=O)c2cccc(-c3csc(C)n3)c2)CC1 | -2 | 3 | 6 | 4 | -5 | 0.3 | 7 | 9 | -3
CC(=O)Nc1ccc(Nc2c([N+](=O)[O-])cc(S(C)(=O)=O)cc2[N+](=O)[O-])cc1 | -4 | -3 | -3 | 6 | 0 | 0.3 | 1 | 7 | -4
O=S1(=O)CC(N2CCN(CCO)CC2)CN1C1CCCC1 (centres undefined) | 3 | 3 | 4 | -5 | -8 | / | 0 | -1 | -4
O=C(COc1ccc(Br)cc1CO)Nc1ccc(F)cc1 | -2 | -2 | 0 | -1 | -11 | -1.6 | 5 | 3 | -3
Cc1ccc(NC(=S)NNC(=S)Nc2cccc(C(F)(F)F)c2)cc1 | 2 | -2 | -4 | -7 | -11 | -1.3 | 0 | 7 | 0
Cc1ccc(S(=O)(=O)N2CCN(C(=O)CSc3ccc(Cl)cc3)CC2)cc1 | 6 | -1 | 4 | -1 | 2 | 0.1 | 0 | 11 | -2
C[C@@H]1COc2cc(N3CCSCC3)ccc2S(=O)(=O)N1 | -11 | 3 | / | 19 | 5 | / | 2 | -12 | /
Cc1ccc[n+](C(C)C(=O)Nc2ccc([N+](=O)[O-])cc2C)c1 (centres undefined) | 8 | -12 | -15 | -15 | 5 | -2.6 | 0 | -5 | 21
COc1cc2cc(C(c3nnnn3Cc3ccc(F)cc3)N3CCCCCC3)c(=O)[nH]c2cc1OC (centres undefined) | -5 | 2 | -1 | 7 | 4 | 2.3 | 0 | -8 | -3
COc1ccc2c(c1)N(C)C(=O)CC(c1ccccc1)=N2 | -1 | -5 | 4 | -3 | -4 | -0.6 | 1 | -1 | -23
CCCN1C(=O)C2C(C(=O)Nc3cccc(OC)c3)C3C=CC2(O3)C1C(=O)NC1CCCCC1 (centres undefined) | -1 | -6 | 1 | 13 | -5 | 13 | 0 | 6 | -26
COc1ccc(C(=O)OC(C)C(=O)Nc2cc(C(F)(F)F)ccc2Cl)c(OC)c1OC (centres undefined) | 2 | -1 | -7 | -6 | -6 | 16 | 2 | 6 | -2
O=C(NCc1cccnc1)c1ccc([N+](=O)[O-])cc1 | 2 | -1 | 6 | 4 | 3 | -0.1 | 1 | 0 | 6
CCc1ccc(NC(=O)NCC2CCN(c3ccc(OC)cc3)C2)cc1 (centres undefined) | 9 | -2 | 1 | 11 | -1 | -0.3 | 2 | 5 | -6
CCNC(=O)CC1C(=O)N(c2ccc(OC)cc2)C(=S)N1CCc1ccncc1 (centres undefined) | 0 | 3 | 4 | -8 | 4 | / | 2 | 3 | -6
Cc1cccc(NC(=S)NCC(c2ccccc2)N(C)C)c1 (centres undefined) | -8 | -14 | -2 | -1 | 0 | 1.3 | 2 | 9 | 9
COc1cccc(CNC(=O)c2ccc(NC(=O)CC3SC(N4CCCC4)=NC3=O)cc2)c1 (centres undefined) | 1 | 0 | 12 | 3 | 6 | 0.3 | 0 | 4 | -8
COC(=O)c1ccc(CNC(=O)C2CCC(=O)N(CCN3CCOCC3)C2)cc1 (centres undefined) | 6 | -4 | 5 | 1 | 0 | -3.5 | 1 | 11 | -9
O=C(Nc1ccccc1-c1ccccc1)c1ccccc1[N+](=O)[O-] | -9 | -4 | 24 | 0 | 6 | -4.1 | 1 | -14 | -22
Cc1ccc(CNC(=O)C2CCCN2C(=O)Nc2ccc(F)cc2)cc1 (centres undefined) | 5 | -2 | 1 | -1 | -2 | -1.1 | 1 | 9 | 3
CC(C)(C)n1ncc(Oc2ccccc2[N+](=O)[O-])c(Cl)c1=O | 1 | 7 | -4 | -1 | -9 | -1.5 | 12 | 11 | 4
CCn1cc(C2=NCC(C)O2)c2ccccc21 (centres undefined) | 10 | -8 | 0 | -2 | -1 | -4.8 | 0 | -3 | -3
C=C1CC[C@@H]2[C@](C)(CCC[C@@]2(C)/C=C/[C@@H](O)C(C)(C)O)[C@H]1CC(=O)NCCS(=O)(=O)O | 4 | 2 | 0 | -4 | -3 | -1.2 | 0 | 8 | -2
O=C(N=c1ccn(-c2nc3ccccc3nc2NS(=O)(=O)c2ccccc2)cc1)c1cccs1 | 0 | 1 | 17 | 9 | 1 | 33 | 1 | -1 | -6

(continued)
SMILES | M4 antag | CHRM5 agonist | M1 PAM | CHRM4 PAM | M5 PAM | CRFR2-BP ag | CHRM4 agonist | CHRM5 antagonist | CHRM1 antagonist
OCc1ccccc1NC(=S)Nc1cccnc1 | 4 | 1 | 4 | 9 | -2 | 2.4 | 0 | 3 | -15
NS(=O)(=O)c1ccc(CCNC(=O)CSCc2ccccc2)cc1 | -7 | 5 | 15 | 10 | 9 | -0.3 | 2 | 0 | -18
O=C(COC(=O)CNC(=O)c1ccccc1F)NC1CC1 | -12 | 3 | 8 | 12 | 9 | -1.2 | 1 | -1 | -3
COC(=O)c1cnn(-c2ccccc2)c1/C=N/NC(=S)Nc1ccccc1 | -8 | 0 | 19 | 1 | 7 | -1.0 | 0 | -2 | -11
COCCn1cc(C(=O)c2ccccc2OCC(=O)Nc2cc(C)on2)cc(C#N)c1=O | 4 | 0 | 2 | -3 | -1 | -0.9 | 0 | -2 | 7
COc1ccc(Cl)cc1C(=O)NN=C1CCCC1 | -6 | -4 | 17 | 2 | 4 | 0.8 | 0 | 1 | -20
O=C(CN1C(=O)NC(Cc2c[nH]c3ccccc23)C1=O)Nc1ccc(F)c(F)c1F (centres undefined) | 2 | 1 | -3 | 3 | 4 | -1.2 | 1 | 3 | 7
O=C(CCCOc1ccccc1)N1CCN(S(=O)(=O)c2cccc(F)c2)CC1 | -5 | 2 | 3 | -4 | -1 | -1.2 | 0 | 3 | -1
O=C1CSC(=S)N1c1cccc(F)c1 | 1 | -1 | 7 | -3 | -1 | -1.2 | 1 | 3 | -7
COc1ccc(C(=O)N(Cc2ccccc2)c2cccc(C)c2)cc1S(=O)(=O)N1CCOCC1 | -19 | -5 | 0 | -2 | -4 | -1.0 | 8 | 3 | -2
COc1ccc(C(=O)c2sc(Nc3ccccc3)nc2N)cc1 | 2 | 7 | 12 | 2 | 7 | -0.3 | 0 | 3 | -17
CC(CC(=O)NCc1ccc(Cl)cc1)S(=O)(=O)c1ccc2c(c1)NC(=O)CO2 (centres undefined) | 9 | -2 | -6 | -6 | -11 | 3.5 | 10 | 4 | 5
COc1ccc([N+](=O)[O-])cc1NC(=O)c1ccc(-n2nc(C)cc2C)cc1 | -4 | -2 | 6 | 12 | 2 | -1.3 | 2 | -6 | -9
O=C(OCc1ccccc1)C1CCN(S(=O)(=O)c2cccs2)CC1 | -4 | -1 | 1 | -4 | 3 | -0.8 | 4 | -1 | -6
Cc1cccc(NC(=S)N=Nc2c(O)n(CN3CCOCC3)c3ccccc23)c1C | -4 | -6 | 3 | -4 | -6 | -1.1 | 0 | 2 | -4
Cc1cccc(OCCNC(=O)c2cccc(Oc3ccc(C(F)(F)F)cc3[N+](=O)[O-])c2)c1 | 7 | -3 | -7 | -7 | -4 | 1.6 | 1 | 5 | 4
CC(C)CNc1nc(NC(C)(C)C)nc(Oc2ccc(=O)[nH]n2)n1 | -3 | 7 | -15 | -8 | -16 | -0.5 | 18 | 4 | 14
CC(=O)NCCNC(=O)c1cc(-c2cccc3ccccc23)nc2ccccc12 | -6 | -4 | -1 | -7 | -8 | 0.0 | 7 | 19 | 4
Cc1ccc(S(=O)(=O)N2CCN(C(=O)CSc3nnc(C)s3)C2)cc1 | -25 | 0 | 1 | 9 | 6 | -4.9 | 2 | -13 | -5
Cc1cccc(N2CCN(C(=O)C3CCN(S(=O)(=O)c4cnc[nH]4)CC3)CC2)c1C | -7 | -1 | 6 | -1 | 5 | -1.3 | 0 | -9 | -24
O=C(Nc1cccc(Oc2c(F)c(F)c(F)c(F)c2F)c1)N1C[C@@H]2C[C@@H](C1)c1cccc(=O)n1C2 | 10 | -3 | 4 | 3 | -1 | 1.4 | 0 | -5 | 11
COc1cccc(C2C(C(=O)OC(C)C)=C(C)N=c3s/c(=C\c4ccc(C(=O)O)cc4)c(=O)n32)c1 (centres undefined) | -2 | -1 | 12 | -2 | 10 | 5.1 | 1 | 0 | -8
CCC(=O)Nc1sc2c(c1C(=O)OC)CCN(Cc1ccccc1)C2 | -5 | 2 | -3 | -3 | -6 | 9.8 | 4 | -3 | 1
O=C1CC(c2ccco2)c2ccc3ccccc3c2N1 (centres undefined) | -5 | -5 | 5 | 1 | -5 | -1.8 | 0 | -3 | -8
Cc1cc(C(=O)Cn2nc(C(=O)O)c3ccccc3c2=O)c(C)n1-c1ccc(OC(F)F)cc1 | -3 | 0 | 0 | 0 | -11 | -1.1 | 2 | -5 | 4

Just M1 PAM, M4 antag and CHRM4 PAM (3 entries from above):
SMILES,M1 PAM,M4 antag,CHRM4 PAM
OCc1ccccc1NC(=S)Nc1cccnc1,4,4,9
NS(=O)(=O)c1ccc(CCNC(=O)CSCc2ccccc2)cc1,15,-7,10
O=C(COC(=O)CNC(=O)c1ccccc1F)NC1CC1,8,-12,12

Part of the list above, with two lines to a compound.
Values in the order – M4 antag | CHRM5 agonist | M1 PAM | CHRM4 PAM | M5 PAM | CRFR2-BP ag | CHRM4 agonist | CHRM5 antagonist | CHRM1 antagonist
Cc1cccc(NC(=S)N=Nc2c(O)n(CN3CCOCC3)c3ccccc23)c1C
→ -4 | -6 | 3 | -4 | -6 | -1.1 | 0 | 2 | -4
Cc1cccc(OCCNC(=O)c2cccc(Oc3ccc(C(F)(F)F)cc3[N+](=O)[O-])c2)c1
→ 7 | -3 | -7 | -7 | -4 | 1.6 | 1 | 5 | 4

Additional compounds
SMILES | M4 antag | CHRM5 agonist | M1 PAM | CHRM4 PAM | M5 PAM | CRFR2-BP ag | CHRM4 agonist | CHRM5 antagonist | CHRM1 antagonist
CCNC(=S)NNC(=O)c1ccccn1 | -6 | -1 | 5 | 1 | -2 | 0.0 | 1 | 0 | -10
Cc1ccc(CNCc2cc3c(C(C)(C)C)nn(-c4ccccc4)c3[nH]c2=O)cc1 | 9 | -2 | 3 | 4 | 6 | -0.2 | 0 | -4 | -7
O=C(c1cccc(S(=O)(=O)N2CCCC2)c1)N1CCOCC1 | -1 | 3 | -3 | 3 | 9 | -0.5 | 0 | 0 | 8
COc1cccc(CNc2ccc([N+](=O)[O-])cc2C)c1 | -9 | -14 | -3 | -5 | -13 | -2.5 | 4 | 6 | 14
Cc1ccc(S(=O)(=O)N2CCCC2CNC(=O)C(=O)NCc2ccc3c(c2)OCO3)cc1 (centres undefined) | 7 | 2 | -6 | -7 | -1 | -2.5 | 5 | -1 | -3
Cc1cc(NC(=O)CS(=O)(=O)c2cn(Cc3cccc(Br)c3)c3ccccc23)no1 | 2 | 0 | 14 | -8 | -3 | / | 13 | 8 | -5
CCOC(=O)c1c(C)[nH]c(C(=O)Nc2ccc(NC(C)=O)cc2)c1C | 1 | 3 | 14 | -2 | 7 | 0.4 | 1 | 5 | -11
COc1ccc(-c2c(C#Cc3ccsc3)c3cc(-c4ccc(OC)nc4)ccc3n2C)cc1 | -9 | 4 | 9 | 6 | 4 | -1.5 | 0 | 2 | -8
Cc1cccc(OCC(=O)N(C)c2c(N)n(Cc3ccccc3)c(=O)[nH]c2=O)c1C | -13 | -6 | 6 | 7 | -17 | -0.3 | 0 | 9 | -7
